Screening data deposited in PubChem by National Center for Advancing Translational Sciences (NCATS).
JMJD2A Tudor = JMJD2A Tudor domain (human) inhibition; O75164; AlphaScreen JMJD2A-Tudor / H3K4me3 peptide binding; Potency, µM (series often up to 114 µM), without a hit: at the top dose activity change, negative = inhibition, most hits filed as inhibitors; hit rate 4.4% among 390,000; AID 504339; note: % is set by controls: 0 for no effect and ±100 for the full control effect; nearly all actives have a fitted effect of over 50% in size
Target sequence (O75164 whole entry, looked up, the tested form may be a part): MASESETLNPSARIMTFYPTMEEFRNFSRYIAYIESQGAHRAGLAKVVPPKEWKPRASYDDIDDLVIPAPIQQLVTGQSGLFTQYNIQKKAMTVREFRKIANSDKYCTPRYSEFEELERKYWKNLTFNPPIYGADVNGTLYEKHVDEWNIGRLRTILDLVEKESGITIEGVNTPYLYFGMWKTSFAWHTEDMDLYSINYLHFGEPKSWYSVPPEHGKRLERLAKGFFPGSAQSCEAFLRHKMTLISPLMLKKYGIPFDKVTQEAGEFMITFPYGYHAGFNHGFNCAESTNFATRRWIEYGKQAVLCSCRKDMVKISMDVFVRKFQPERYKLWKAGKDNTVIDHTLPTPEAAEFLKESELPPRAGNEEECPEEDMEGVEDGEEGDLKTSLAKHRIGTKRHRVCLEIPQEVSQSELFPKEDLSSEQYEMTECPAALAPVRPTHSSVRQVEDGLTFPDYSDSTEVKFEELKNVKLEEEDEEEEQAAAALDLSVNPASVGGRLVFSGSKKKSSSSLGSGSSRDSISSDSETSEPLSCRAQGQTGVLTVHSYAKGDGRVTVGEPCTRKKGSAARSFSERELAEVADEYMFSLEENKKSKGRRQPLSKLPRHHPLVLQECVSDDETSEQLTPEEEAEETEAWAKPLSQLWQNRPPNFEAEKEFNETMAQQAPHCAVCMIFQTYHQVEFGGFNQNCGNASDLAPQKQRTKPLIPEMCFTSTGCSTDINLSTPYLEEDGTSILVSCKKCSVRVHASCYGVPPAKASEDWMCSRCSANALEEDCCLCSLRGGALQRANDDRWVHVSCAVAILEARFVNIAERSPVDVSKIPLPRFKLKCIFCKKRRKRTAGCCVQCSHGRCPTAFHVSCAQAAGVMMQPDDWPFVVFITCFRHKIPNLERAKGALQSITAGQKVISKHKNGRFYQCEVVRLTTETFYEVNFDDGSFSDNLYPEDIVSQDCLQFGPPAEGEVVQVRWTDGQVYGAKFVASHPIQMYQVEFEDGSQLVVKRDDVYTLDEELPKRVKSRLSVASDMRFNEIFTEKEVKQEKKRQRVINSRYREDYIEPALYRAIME
RGS4 inhibitor = human RGS4 inhibition | P49798 | Transcreener GDP fluorescence polarization, RGS4-accelerated GTP hydrolysis | Potency, µM (top dose mostly 114 µM), for inactives: at the highest dose activity change, negative = inhibition, most hits filed as inhibitors | hit rate 0.039% among 390,000 | AID 504845; note: % is set by controls: 0 for no effect and ±100 for the full control effect; nearly all actives have a fitted effect of over 75% in size; some results filed as inactive show a strong effect at the top dose
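MLSMR compounds (23 nl, pin-transferred) preincubated 10 min at room temperature with a 500nM (2x) first reagent, then RGS4 at 900nM (2x) plus Transcreener GDP mix added; fluorescence polarization (620/688 nm) read before and after 90 min at 30 °C.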
Pin1 inhibitor = inhibitors of human Pin1. Q13526. Pin1 FP peptide displacement, HiFluor488, 10 min. Potency, µM (top dose mostly 115 µM), for the others: at the top dose activity, negative = inhibition, hits mostly inhibitors. hit rate 0.009% among 390,000. AID 504891; active = well fitted inhibition curve with a large enough effect in the polarisation, with a control signal flat, not every such curve was filed as active; inconclusive = small, poorly fitted or top-dose-only effect, or effect the other way, or a change in a side signal; inactive = no such curve, though single readings can be large or run the other way; the % refers to the polarisation; note: % is set by controls: 0 for no effect and ±100 for the full control effect
rTrxR1 inhibitor = inhibitors of rat thioredoxin reductase 1 | hit rate 1% among 390,000 | O89049 | AID 588453 | recombinant rTrxR1, NADPH fluorescence consumption, selenite substrate | Potency, µM (top dose mostly 114 µM), for the others: at the highest dose activity change, negative = inhibition, actives largely listed as inhibitors; note: % is set by controls: 0 for no effect and ±100 for the full control effect; nearly all actives have a fitted effect of over 65% in size
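Rat TrxR1 (90 nM in the dispensed reagent) was pre-reduced with 400 uM NADPH for 5 min at room temperature, then incubated with compound for 15 min. After 400 uM selenite was added, NADPH fluorescence (Ex 340/Em 450 nm) was followed for 8 min.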
HP1b binding inh = inhibitors of HP1-beta chromodomain binding to methylated histone tails; hit rate 0.56% among 390,000; AID 540317; AlphaScreen HP1-beta / biotin-H3K9me3 peptide binding; P83916; Potency, µM (doses to about 114 µM), without a hit: top-dose activity change, negative = inhibition, actives largely listed as inhibitors; note: nearly all actives have a fitted effect of over 70% in size; inactives centre near 23
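HP1-beta protein (50 nM final) preincubated 30 min at room temperature with biotinylated H3(1-18)K9me3 peptide (50 nM) in PBS pH 7.4, 0.01% Tween-20, then compound added for 30 min. AlphaScreen streptavidin donor/nickel chelate acceptor beads (10 ug/mL final), 30 min dark, luminescence read.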
Tb PGK inh = inhibitors of T. brucei phosphoglycerate kinase; P07378; Potency, µM (doses to about 57.5 µM), for inactives: top-dose activity change, negative = inhibition, actives largely listed as inhibitors; hit rate 0.043% among 380,000; AID 602233; PGK/GAPDH coupled, Kinase-Glo luminescence, 60 min; note: % is set by controls: 0 for no effect and ±100 for the full control effect; nearly all actives have a fitted effect of over 60% in size
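Luminescent ATP detection (Kinase-Glo Plus) follows a 60-minute room-temperature incubation, with wells lacking PGK as controls. Buffer: 100 mM TEA (pH 7.6), 5 mM MgCl2, 0.01% Tween-20. Coupling enzyme GAPDH (100 nM final) supplies unstable 1,3-BPG in-well.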
ERG-DNA inh = ERG Ets/DNA interaction inhibition; P11308; fluorescence polarization, His-ERG Ets domain / labelled DNA; Potency, µM (doses to about 76.9 µM), for inactives: top-dose FP activity, negative = inhibition, actives largely listed as inhibitors; hit rate 0.028% among 370,000; AID 624246; active = well fitted inhibition curve with a large enough effect in the polarisation, with a control signal flat; inconclusive = small, poorly fitted or top-dose-only effect, or effect the other way, or a change in a side signal; inactive = no such curve, though single readings can be large or run the other way; the % refers to the polarisation;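 note: polarization taken with two DNA probes labelled with fluorescein and Texas red; % of control where 0% means no effect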
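His-tagged ERG Ets domain (1 uM in the protein solution; 300mM KCl, 50mM Tris-HCl, 1mM EDTA, 1mM DTT, pH 7.5) received compound, then a probe mix of 5 nM fluorescein-DNA and 100nM Texas-615-DNA. Fluorescence polarization was read for both dyes.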
ALOX12 inh = blocks human arachidonate 12S-lipoxygenase | P18054 | purified 12hLO, xylenol orange hydroperoxide absorbance | Potency, µM (top dose mostly 108 µM), for the others: at the top dose activity change, negative = inhibition, hits mostly inhibitors | hit rate 1.1% among 580,000 | AID 1671190; note: % is set by controls: 0 for no effect and ±100 for the full control effect
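Purified human 12hLO at 150 nM in 25 mM Hepes, 0.01% Triton X-100, pH 7.0, preincubated 15 min at room temperature with compound. Reaction started with 40 uM arachidonic acid, 30 min at room temperature. Hydroperoxide measured by Fe-xylenol orange, 573/405 nm absorbance ratio.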
GLS inh = inhibitors of human glutaminase (GLS) | Potency, µM (titrated, usually from 45.5 µM), for the others: at the highest dose activity change, negative = inhibition, usual class: inhibitors | GLS enzymatic activity, qHTS titration | hit rate 0.21% among 410,000 | AID 624170; note: % is set by controls: 0 for no effect and ±100 for the full control effect
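Read-out is an Amplex red fluorescence increase coupled through glutamate oxidase and HRP, measured before and after 30 min room-temperature incubation. hKGA is in 45 mM KH2PO4 (pH 8.2) with 0.02% Tween-20; glutamine added as 1mM solution.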
* hit, by the source's call; i = inactive; ? = inconclusive; . = no result given; & = joins results of further samples; ! = not active in a repeat; [ ] = another dose, or the depositor's remark. Unless noted, calls come from the whole dose curve; as a rule, active = well fitted curve in the direction sought with a large enough effect; inconclusive = small, poorly fitted or top-dose-only effect, or another doubt; inactive = no such curve, though single readings can be large; an effect the other way counts as inactive or inconclusive. Potency is the fitted concentration of half-maximal effect.

Tb PGK inh	RGS4 inhibitor	Pin1 inhibitor	HP1b binding inh	ALOX12 inh	JMJD2A Tudor	GLS inh	ERG-DNA inh	rTrxR1 inhibitor	structure
i	-46%[56.9 µM]	0%&-6%	50µM*!	2%&-7%	?	0%&3%	15%&5%	5%[57.1 µM]	Cc1ccc(C(=O)N/C(=C\c2cn(S(=O)(=O)N(C)C)c3ccccc23)C(=O)NCCCn2ccnc2)cc1
-3%&0%	-6%[11.4 µM]	-5%&9%	-1%&36%	4%&-5%	?	6%&-5%	6%&17%	-4%&-16%	Cc1ccccc1S(=O)(=O)Cc1ccc(C(=O)NC2CCCCC2)o1
2%	-6%	?	31%	-5%	-14%	0%	8%	21%	COc1ccc(NC(=O)COC(=O)c2ccc(OCc3c(C)noc3C)cc2)cc1OC
-9%	-2%	-9%	25%	2%	-18%	-10%	-3%	23%	COc1ccccc1N(CC(=O)N1CCCCC1)S(=O)(=O)c1ccccc1
-5%	7%	-22%	13%	117%	-17%	13%	0%	6%	COCCOC(=O)c1[nH]c2c(c1C)C(=O)C(C(=O)OC)C(C)C2 (configuration not stated)
-20%	13%	?	19%	-13%	-32%	?	-3%	-9%	C[C@@H]1NC(=O)[C@H](CC(N)=O)NC(=O)c2cc([N+](=O)[O-])cc(I)c2OCC[C@@H](C(=O)NC(CC(=O)O)C(N)=O)NC1=O (some centres not stated)
-7%	-9%	-2%	10%	?	?	-2%	-9%	20%[57.1 µM]	Cc1c(NC(=O)C(C)NCC2CCCO2)c(=O)n(-c2ccccc2)n1C (configuration not stated)
-10%	-17%	-3%	34%	-41%	-10%	-7%	-18%	-3%[57.1 µM]	O=[N+]([O-])c1ccc2nc(-c3cccnc3)[nH]c2c1
-8%	-8%	5%	4%	0%	-14%	0%	-4%	23%[57.1 µM]	O=C(NCc1ccc2c(c1)OCO2)C1CCN(S(=O)(=O)c2ccc(Br)s2)CC1
7%	5%	7%	38%	-13%	-11%	4%	-9%	-8%	C[C@H](CO)N1C[C@H](C)[C@@H](CN(C)S(=O)(=O)c2ccc(F)cc2)Oc2ccc(NS(=O)(=O)c3cccs3)cc2C1=O
.	25%	-5%	30%[activator]	-2%	-5%	23%	.	-18%[2.29 µM]	CC(C(=O)NCC1(c2ccccc2)CCCC1)N1CCCC1 (configuration not stated)
-1%	28%	-1%	2%	-7%	-7%	4%	9%	-20%	CC(C)c1nnc(NC(=O)c2cc3ccccc3o2)s1
0%	-11%	1%	38%	-3%	-14%	-4%	8%	18%	Cc1cc(C)cc(OCC(=O)Nc2ccc3c(c2)OCO3)c1
-8%	-12%	5%	28%	-29%	-3%	-3%	-2%	-2%[57.1 µM]	COc1cc(C(=O)NCCC(=O)NC2CCCCCCC2)cc(OC)c1OC
-2%	2%	2%	0%	10%	-1%	-2%	.	10%	CC1CCN(c2ccccc2NC(=O)c2ccc(N3CCOCC3)c([N+](=O)[O-])c2)CC1
1%	19%	0%	28%	-1%	-3%	11%	-3%	9%	O=C(c1ccc(Cl)cc1)c1c[nH]c(C(=O)NNc2cccc(Cl)n2)c1
-4%	-26%	2%	10%	0%	40µM*	12%	3%	-18%	CNC(=S)NNC(=O)COc1cccc(C)c1C
9%	9%	0%	43%[activator]	-10%	0%	1%	2%	9%	Cc1cccc(N(CC(=O)NCCSc2ccc(Cl)cc2)S(C)(=O)=O)c1C
-9%	-13%	-6%	?	?	-29%	0%	-1%	9%	O=C(CCc1ccc(Oc2cc([N+](=O)[O-])cc([N+](=O)[O-])c2)cc1)Nc1cccc(Cl)c1
-7%	0%	-6%	29%	-19%	-8%	1%	2%	-10%	CN(CC(=O)Nc1ccc(Cl)c(C(F)(F)F)c1)C(=O)c1cc(=O)[nH]c2ccccc12

Part of the list above with just JMJD2A Tudor and rTrxR1 inhibitor.
compound | JMJD2A Tudor | rTrxR1 inhibitor
COc1cc(C(=O)NCCC(=O)NC2CCCCCCC2)cc(OC)c1OC | -3% | -2%[57.1 µM]
CC1CCN(c2ccccc2NC(=O)c2ccc(N3CCOCC3)c([N+](=O)[O-])c2)CC1 | -1% | 10%

The main list resumes, repeating the three entries before the break.
Tb PGK inh	RGS4 inhibitor	Pin1 inhibitor	HP1b binding inh	ALOX12 inh	JMJD2A Tudor	GLS inh	ERG-DNA inh	rTrxR1 inhibitor	structure
9%	9%	0%	43%[activator]	-10%	0%	1%	2%	9%	Cc1cccc(N(CC(=O)NCCSc2ccc(Cl)cc2)S(C)(=O)=O)c1C
-9%	-13%	-6%	?	?	-29%	0%	-1%	9%	O=C(CCc1ccc(Oc2cc([N+](=O)[O-])cc([N+](=O)[O-])c2)cc1)Nc1cccc(Cl)c1
-7%	0%	-6%	29%	-19%	-8%	1%	2%	-10%	CN(CC(=O)Nc1ccc(Cl)c(C(F)(F)F)c1)C(=O)c1cc(=O)[nH]c2ccccc12
-1%	-35%	-1%	2%	-18%	?	53%[activator]	2%	-15%	Cc1ccccc1NC(=S)C1=C(O)c2sccc2N(C)S1(=O)=O
-2%	?	4%	59%[activator]	-7%	-11%	-5%	-13%	7%	O=C1c2oc3ccccc3c(=O)c2C(c2ccc(O)cc2)N1c1nccs1 (configuration not stated)
-1%	7%	-3%	10%	-8%	-8%	5%	.	17%	Cc1cc(C)c(S(=O)(=O)N(C)CC(N)=O)c(C)c1
-1%	-12%	-1%	51%[activator]	?	-7%	-10%	7%	35%	CN(c1ccc(C(=O)NCCCn2ccnc2)cc1)S(C)(=O)=O
i	-38%	-5%	?	-6%	-21%	10%	1%	?	CCOC(=O)NC1(C(F)(F)F)NC(=O)N(Cc2ccco2)C1=O (configuration not stated)
-1%	-12%	?	12%	?	-12%	5%	0%	5%	COc1cc(NC(=O)CC2C(=O)OCCN2Cc2ccccc2)cc(OC)c1 (configuration not stated)
3%	?	-23%	45%[activator]	0%	-1%	8%	3%	-1%	NC(=O)c1sc2nc(-c3cccs3)ccc2c1N
4%	0%	1%	21%	-4%	7%	5%	-11%	11%[57.1 µM]	COCCNC(=O)CC(=O)N/N=C/c1cccc(C(=O)OC)c1
3%	-6%	6%	32%	0%	-14%	2%	-16%	16%[57.1 µM]	COc1ccc(OC2C(=O)N(Cc3ccc4c(c3)OCO4)C2c2sccc2C)cc1 (configuration not stated)
-1%	14%	-4%	?	?	4.5µM*	8%	0%	21%	CCCN(CCO)Cc1cccc(Br)c1
-3%	?	.	7%	?	?	10µM*	-4%	11%[11.4 µM]	CC1(C)CC[C@]2(C(=O)n3ccnc3)CC[C@]3(C)[C@H](C(=O)C=C4[C@@]5(C)C=C(C#N)C(=O)C(C)(C)[C@@H]5CC[C@]43C)[C@@H]2C1
-1%	18%	?	21%	-19%	-31%	10%	-7%	-4%[57.1 µM]	Cc1ccc(NS(=O)(=O)c2ccc(Cl)c(C(=O)O)c2)cc1S(=O)(=O)N1CCOCC1
3%	18%	-3%	2%	3%	-8%	6%	-8%	18%	CCOc1ccccc1N1CC(C(=O)Nc2ccccc2CC)CC1=O (configuration not stated)
2%	?	?	-17%[57 µM]	4%	-34%	-14%	5%	2%	Nc1ccc2nc(-c3cccc(-c4nc5ccc(N)cc5[nH]4)c3)[nH]c2c1
i	6%	2%	11%	-8%	-14%	0%	-5%	-19%	CCCOc1ccc(NC(=O)CC2C(=O)N(c3ccccc3)C(=O)N2Cc2ccc(F)cc2)cc1 (configuration not stated)
-4%	-4%	48%[activator]	37%	-4%	-14%	1%	9%	42%[activator]	COc1cc(OC)cc(-c2c(-c3cccs3)c3cc(-c4ccc(OC)nc4)ccc3n2C)c1
-5%	14%	2%	36%	?	-24%	-4%	8%	-4%	Cc1cc(NC(=O)c2cc(-c3cccc(Cl)c3)on2)n(-c2ccccc2)n1
10%	-2%	-9%	20%	25%	-6%	16%	1%	9%	COC(=O)NNC(=O)COc1ccc(Cl)cc1
i	-27%	-3%	22%	-7%	-19%	3%	0%	2%[57.1 µM]	O=C(Nc1ccc(Cl)cc1Cl)c1cc(S(=O)(=O)NCc2ccc3c(c2)OCO3)ccc1F
i	-11%	5%	29%	6%	-31%	2%	5%[15.4 µM]	0%	NC(=O)c1ccc(-c2nnn(CC(=O)N(C3CCCCC3)C3CCS(=O)(=O)C3)n2)cc1 (configuration not stated)
i	7%	1%	?	-7%	?	-32%	-1%	3%	COc1ccc(OC)c(NC(=O)Cc2c(C(=O)O)[nH]c3ccc(Cl)cc23)c1

Not all compounds are listed; count on the stated rates, not on these rows.
